PLC-beta3 inh – blocks human PLC-beta3 enzyme activity; Q01970; Purified PLC-beta3, fluorogenic substrate, fluorescence; inhibition, % at 12.2 µM; 370,000 compounds, 0.18% hits; in the data active = inhibition above about 11%;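 note: 0% = median of compound wells on plate and 100% = full blocker control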
ssDAF12 agonist – activators of S. stercoralis DAF-12 nuclear receptor | HEK293 ssDAF-12/GRIP1 lit1-tk-luc reporter, luminescence; % of 3 µM dafachronic acid response | activation, % at 6.8 µM | 370,000 compounds, 1% hits;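 active = activation above the mean over all tested compounds plus 3 SD, cut at about 0.9% in these data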;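 note: 0% = DMSO-only wells and 100% = 3 µM delta7-dafachronic acid wells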
sPLA2-III inh – Blocks human group III sPLA2 activity; 370,000 compounds, 0.56% hits; QFRET BODIPY PC-A2 liposome hydrolysis, fluorescence; inhibition, % at 12.2 µM;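 active = inhibition above mean plus 3 SD of compounds lying within the high and low control bounds, cut at about 19% in these data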;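 note: 0% = median of test compound wells and 100% = no enzyme DMSO wells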
Target sequence (Q9NZ20 whole entry, looked up): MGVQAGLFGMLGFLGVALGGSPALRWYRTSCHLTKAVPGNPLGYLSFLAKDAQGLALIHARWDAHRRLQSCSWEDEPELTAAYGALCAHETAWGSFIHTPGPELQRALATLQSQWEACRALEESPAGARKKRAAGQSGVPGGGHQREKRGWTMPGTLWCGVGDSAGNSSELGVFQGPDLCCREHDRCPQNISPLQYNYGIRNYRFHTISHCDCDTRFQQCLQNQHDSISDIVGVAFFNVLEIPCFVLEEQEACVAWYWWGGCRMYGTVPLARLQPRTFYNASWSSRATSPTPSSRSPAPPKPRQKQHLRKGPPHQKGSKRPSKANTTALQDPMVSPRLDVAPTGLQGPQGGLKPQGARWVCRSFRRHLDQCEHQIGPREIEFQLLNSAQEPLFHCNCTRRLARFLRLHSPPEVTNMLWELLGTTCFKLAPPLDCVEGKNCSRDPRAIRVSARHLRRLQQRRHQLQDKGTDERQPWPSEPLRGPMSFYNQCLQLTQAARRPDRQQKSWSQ
FXN GAA850 act – increases GAA850 frataxin promoter reporter activity; HEK293 lucGAA850 FXN promoter luciferase reporter, 24 h; percent of 10 µM SAHA response; activation, % at 6 µM; 360,000 compounds, 0.56% hits;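 active = activation above the average of all compounds screened plus 3 SD, cutoff fixed separately per campaign, cut at about 7.5% in these data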;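 note: 0% = DMSO wells and 100% = 10 µM SAHA wells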
DAX1 inh-1 – blocks DAX1 repression of SF-1 activated StAR promoter | HEK293T StAR-luciferase reporter, SF-1/DAX-1 repression relief | inhibition, % at 6.8 µM | 370,000 compounds, 1.1% hits | AID 652010;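 active = inhibition above the mean over all tested compounds plus 3 SD, cut at about 3.6% in these data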;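 note: 0% = DAX-1 cells with DMSO and 100% = cells lacking DAX-1 with DMSO; higher inhibition means more luminescence from relief of DAX-1 repression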
PLC-gamma1 inh – inhibitors of human phospholipase C gamma1; inhibition, % at 12.2 µM; 370,000 compounds, 0.84% hits; purified PLC-gamma1, fluorogenic substrate, fluorescence; P19174; in the data active = inhibition above about 9.5%
hgDAF-12 ag – hgDAF-12 agonism, primary luciferase screen. HEK293 GAL4-hgDAF12 UAS-luciferase reporter, agonist luminescence; normalized to butyrate control. 370,000 compounds, 1.8% hits. activation, % at 6.8 µM;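 active = activation above a cutoff set at the mean of all screened compounds plus 3 SD, cut at about 10% in these data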;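 note: 0% = DMSO wells and 100% = sodium butyrate wells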
DAX1 inh-2 – NR0B1 (DAX1) inhibition; inhibition, % at 6.75 µM; AID 504766; P51843; 340,000 compounds, 0.99% hits; HEK293 Gal4-DAX1 luciferase reporter, luminescence;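 active = inhibition above the mean over all tested compounds plus 3 SD, cut at about 4.2% in these data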;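 note: 0% = DAX1-transfected cells with DMSO and 100% = empty-vector control cells with DMSO; inhibition shows as a rise in luminescence from relieved DAX1 repression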
Target sequence (P51843 207-470 limits assumed): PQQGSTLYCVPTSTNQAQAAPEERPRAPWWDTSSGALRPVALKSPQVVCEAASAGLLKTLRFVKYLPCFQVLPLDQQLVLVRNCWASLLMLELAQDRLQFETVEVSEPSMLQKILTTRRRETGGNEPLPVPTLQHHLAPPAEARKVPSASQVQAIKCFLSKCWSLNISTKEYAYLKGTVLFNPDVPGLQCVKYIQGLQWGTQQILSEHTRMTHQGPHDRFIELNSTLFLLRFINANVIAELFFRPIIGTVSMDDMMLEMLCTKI
hcDAF12 agonist – activates DAF-12 receptor from parasite H. contortus | activation, % at 6.8 µM | HEK293 hcDAF-12 lit1-tk-luc reporter, luminescence; 0% DMSO, 100% Δ7-dafachronic acid | 370,000 compounds, 1.4% hits;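 active = activation above the mean of all tested compounds plus 3 SD, cut at about 5.5% in these data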;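 note: 100% = response to 3 µM Δ7-dafachronic acid high control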
ADAM17 inh – inhibits human ADAM17; recombinant ADAM17, EDANS/DABCYL FRET peptide cleavage; inhibition, % at 6.95 µM; 370,000 compounds, 0.83% hits; AID 720648; P78536;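 active = inhibition above the mean of compounds lying between control limits plus 3 SD, set per campaign, cut at about 8.5% in these data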;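 note: 0% = DMSO-only wells as the low control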
ADAM10 inh – ADAM10 inhibition, QFRET primary screen; recombinant ADAM10, EDANS/DABCYL FRET peptide cleavage, 3 h; inhibition, % at 7 µM; 370,000 compounds, 0.62% hits;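 active = inhibition above a per-campaign cutoff equal to the mean of compounds falling between control-based bounds plus 3 SD, cut at about 20% in these data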;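 note: 0% = DMSO wells while the 100% control is not disclosed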
An asterisk follows results filed as active; i = inactive; x = no result given.

SMILES	PLC-beta3 inh	ssDAF12 agonist	sPLA2-III inh	FXN GAA850 act	DAX1 inh-1	PLC-gamma1 inh	hgDAF-12 ag	DAX1 inh-2	hcDAF12 agonist	ADAM17 inh	ADAM10 inh
C/C(=N\NC(=O)COc1ccccc1-c1ccccc1)c1ccc(O)cc1O	-10	-1.8	1	-3.8	-2.9	-3	-5.1	-3.6	-2.5	0	10
COc1ccc(-c2ccc(C#N)c(SCC(=O)OCc3ccccc3)n2)cc1OC	i	-1.7	-26	5.1	0.4	i	-0.4	-0.8	-3.0	i	i
CC(C)CC(c1nnnn1Cc1ccco1)N1CCN(C2CCCC2)CC1 (stereo unspecified)	2	-0.6	3	-0.2	0.4	2	2.4	0.8	-0.9	-1	-2
O=C1CCCC(=O)N1c1ccc(N2CCOCC2)c([N+](=O)[O-])c1	-4	-1.4	-6	0.2	0.0	1	-3.2	2.8	-0.6	-1	-6
CN(C)CCNC(=O)c1cccc(-c2cccc3nccn23)c1	-177	-0.8	11	-0.3	0.2	-45	-1.8	x	-0.4	-10	-49
CC(C)(C)c1cc(NC(=O)COC(=O)c2ccccc2)n(-c2ccccc2)n1	2	-1.6	-9	0.6	0.0	1	-0.6	-1.1	-0.9	1	-2
O=C(Nc1ccccc1)Nc1cccc(-c2cn3cccnc3n2)c1	-24	-2.2	5	2.9	-1.2	-13	2.1	-0.7	-2.0	-21	-52
O=C(CC1(O)C(=O)Nc2ccccc21)c1cccc(Br)c1 (stereo unspecified)	2	-0.9	-3	3.3	1.2	3	1.9	0.2	-2.1	-1	1
CN(Cc1ccccc1)CC1C2CCC(C2)C1O (stereo unspecified)	1	-0.7	2	-2.2	-0.5	2	0.7	0.5	0.5	0	-4
COCCOC(=O)CC1=NC(=O)CS1	0	-1.2	6	0.5	0.4	1	-0.4	0.8	-1.3	-6	1
COC(=O)[C@]12C[C@H](CC(=O)N3CCCCC3)C(=O)N(Cc3ccc4c(c3)OCO4)C1=C[C@H](COCc1ccccc1)O[C@@H]2C	-4	-1.3	-6	x	-1.8	1	-2.0	x	-1.8	-4	0
CCc1nonc1NC(=O)c1oc2ccc(C)cc2c1C	-3	-0.8	2	3.4	0.8	8	3.2	0.4	1.6	1	3
CC(C)Nc1nc(-c2ccccc2F)c2sc(-c3ccccc3)cc2n1	-59	-2.0	-5	-0.9	-1.0	-39	-4.4	x	-1.9	-26	-86
O=C(CNC(=O)C1CC1)Nc1ccc(F)c(F)c1F	2	-1.3	9	1.2	-0.7	-1	0.0	-0.1	0.0	-4	-6
Cc1ccc(-c2c(C#N)c(N)nc3c2CCCCC3)o1	-320	-1.0	-8	3.3	-0.3	-212	0.0	-0.1	-1.3	-59	-178
CCN(CC)S(=O)(=O)c1ccc(N2CCCCC2)c(NC(=O)C2CSC3(C)CCC(=O)N23)c1 (stereo unspecified)	1	-1.8	-6	2.3	-1.5	0	2.4	0.1	-1.1	-3	-7
CCOc1ccc(S(=O)(=O)n2nc(C)c(S(=O)(=O)N3CCOCC3)c2C)cc1	-3	-1.6	3	2.0	-0.1	0	1.7	2.9	-0.4	-4	-6
Cc1ccc(S(=O)(=O)N(C)c2ccccc2C(=O)N2CCCC2)cc1	-1	-0.7	-1	0.7	-1.3	1	1.4	0.3	-0.3	-3	2
CCN(C(=O)c1cc2c(=O)n3cccc(C)c3nc2s1)C1CCCCC1	-39	0.3	0	3.0	-0.3	-20	3.7	1.3	1.1	-17	-44
NC(=O)CCC(C(=O)O)N1C(=O)c2ccc(O)cc2C1=O (stereo unspecified)	-39	-1.6	7	4.7	-0.5	-34	-0.9	0.9	-2.0	-2	-4
CCOC(=O)CNc1ccc(C(=O)OCC)cc1[N+](=O)[O-]	-4	-1.4	-5	2.1	-0.7	2	0.8	0.0	2.7	-1	-1
O=C(CSc1nc(-c2ccccc2)nc2ccc(F)cc12)Nc1ccc(C(=O)O)cc1	-3	-1.7	-5	1.5	0.6	3	-0.1	0.9	-1.7	1	1
O=C1NC(=O)C(CC(=O)N(Cc2ccco2)C2(C(=O)NC3CCCC3)CCCCC2)N1 (stereo unspecified)	2	-0.8	4	-1.8	-0.2	1	1.4	2.0	0.1	-3	1
O=[N+]([O-])c1c(NCCCO)cc(N2CCN(Cc3ccc4c(c3)OCO4)CC2)c2nonc12	0	-1.9	3	1.9	-0.7	3	-3.9	-2.2	-2.0	1	5
O=C(Nc1ccc(F)cc1F)Nc1sccc1-c1nc2ccccc2s1	i	-0.9	0	1.4	0.3	-368	6.7	-0.3	3.5	-7	-17
O=C1CC(c2cc([N+](=O)[O-])ccc2Cl)c2c(ccc3ccccc23)N1 (stereo unspecified)	3	-1.2	-4	-1.5	0.3	1	-2.9	0.4	0.1	-2	2
CC/C(=N/NS(=O)(=O)c1ccc(Cl)cc1)c1ccc(O)cc1	-2	-1.0	3	1.7	-0.1	-2	-0.3	1.0	-2.3	2	-1
CCC(C)[C@H](NC(=O)NCc1cccnc1)C(=O)OC (stereo partly specified)	-1	-0.4	-3	0.0	0.3	2	0.4	2.6	0.2	-1	1
COC(=O)C1SCC2C(=O)N(Cc3cccc(C)c3)CC(=O)N21 (stereo unspecified)	1	-0.2	0	2.3	-0.2	1	2.5	-1.0	-2.8	-2	-1
O=C(NCc1ccccc1)C(=O)Nc1nc(C23CC4CC(CC(C4)C2)C3)cs1	3	-1.4	-4	-0.5	0.9	3	-0.2	0.0	-1.9	-1	-2
OC(c1ccccc1)c1ncc(-c2ccccc2F)[nH]1 (stereo unspecified)	5	-0.4	-1	1.1	2.0	0	6.5	x	3.0	-3	-6
CCCCN(CC)CCCNC(=O)CN1C(=O)CSc2ccc(S(=O)(=O)N3CCOCC3)cc21	2	-1.2	5	1.0	-0.2	0	1.9	3.8	-0.1	-2	-2
COc1cc2c(cc1OC)C(c1cccc([N+](=O)[O-])c1)N(C(=O)CCC(=O)O)CC2 (stereo unspecified)	-2	-0.7	3	0.6	1.1	5	1.3	-1.2	1.1	-2	-6
COc1ccc(NC(=S)N2CCN(CCN3C(=O)c4cccc5cccc(c45)C3=O)CC2)cc1	-1	-0.8	5	0.7	-0.2	1	0.4	-0.2	0.6	-3	-5
COc1cccc(-n2cc(C(=O)NC(C)C)c3ccccc3c2=O)c1	0	-1.1	-2	-0.5	-0.1	-1	1.6	-0.5	-0.4	-5	-10
CC(=O)Nc1ccc(S(=O)(=O)NCCC(=O)NCC2COc3ccccc3O2)cc1 (stereo unspecified)	-6	-0.3	-6	2.4	-0.4	2	1.4	-0.5	-0.8	1	3
CCCCCCC1CC(CC(=O)Nc2ccc([N+](=O)[O-])cc2)C(=O)O1 (stereo unspecified)	3	-1.6	0	-0.5	0.6	-1	0.8	0.1	0.5	0	-1
COc1cc2c(C(=O)NCCCOC(C)C)cn(CC(C)C)c(=O)c2cc1OC	4	-0.8	10	0.5	-0.3	7	-3.4	-1.3	-2.2	1	2
O=C(/C=C/c1ccccc1)C1=C(O)C(=O)N(CCO)C1c1ccccc1[N+](=O)[O-] (stereo unspecified)	-13	0.9	-12	1.8	0.8	-12	2.5	-1.0	3.7	-2	-12
CNc1c(NS(=O)(=O)c2ccc(CC(C)C)cc2)c(=O)oc2ccccc12	-7	-0.5	-17	-1.6	0.3	0	0.6	0.1	-2.1	-1	4

Single records, from the list above. Order of values: PLC-beta3 inh | ssDAF12 agonist | sPLA2-III inh | FXN GAA850 act | DAX1 inh-1 | PLC-gamma1 inh | hgDAF-12 ag | DAX1 inh-2 | hcDAF12 agonist | ADAM17 inh | ADAM10 inh
O=C1CC(c2cc([N+](=O)[O-])ccc2Cl)c2c(ccc3ccccc23)N1 (stereo unspecified) in the list: 3 | -1.2 | -4 | -1.5 | 0.3 | 1 | -2.9 | 0.4 | 0.1 | -2 | 2
CC(=O)Nc1ccc(S(=O)(=O)NCCC(=O)NCC2COc3ccccc3O2)cc1 (stereo unspecified) in the list: -6 | -0.3 | -6 | 2.4 | -0.4 | 2 | 1.4 | -0.5 | -0.8 | 1 | 3

Later entries.
SMILES	PLC-beta3 inh	ssDAF12 agonist	sPLA2-III inh	FXN GAA850 act	DAX1 inh-1	PLC-gamma1 inh	hgDAF-12 ag	DAX1 inh-2	hcDAF12 agonist	ADAM17 inh	ADAM10 inh
Cc1c(C(C)CCCO)oc(=O)c2c1Oc1c(C)c(C(C)C[C@H](C)O)oc(=O)c1C2 (stereo partly specified)	-7	-1.0	-1	1.3	0.1	-4	0.4	1.1	1.0	-4	-5
CN(C)C1(CNC(=O)C2CCN(S(=O)(=O)c3cc(Cl)ccc3Cl)CC2)CCCCC1	-10	-0.7	14	1.3	-0.6	0	3.9	0.4	-0.5	0	0
O=C(NCc1ccccc1)c1cc(-n2cnnc2)ccc1Cl	2	-1.1	0	-0.2	0.4	-2	1.6	-0.7	-0.5	-5	-7
CC1=C(C(=O)N(C(C)C)C(C)C)CC(CC(=O)NCCN2CCOCC2)C(=O)N1CCCN1CCCC1=O (stereo unspecified)	-3	-1.1	15	x	-0.7	5	2.8	x	0.8	-3	-8
CSc1nc2[nH]c3c(c2c2nncn12)CC(C)(C)OC3	0	-0.9	0	0.5	-0.4	-1	0.4	0.0	-1.4	-2	3
CCCCNC(=O)C[C@H]1C[C@@]2(C(=O)OC)C(=C[C@H](C3CCCC3)O[C@@H]2C)N(CCC2=CCCCC2)C1=O	-3	-1.4	-5	x	-1.2	-1	-0.9	x	3.0	2	-6
O=C(NC(CSCc1ccccc1)C(=O)N/N=C/c1ccc(O)cc1O)c1ccc([N+](=O)[O-])cc1 (stereo unspecified)	-9	-1.7	-7	-5.0	-4.0	-3	-10.0	2.5	-3.7	14*	11
CCO[C@@H]1OC(C(=O)Nc2ccccc2)=C[C@H](C)[C@H]1CCCO	3	-1.2	6	0.4	-0.4	-1	-2.5	0.4	0.2	-4	1
CC(=O)Cc1nsc(NC(=O)c2ccc(-c3cc(C(F)(F)F)ccc3Cl)o2)n1	-11	-1.1	-4	0.9	-0.2	-8	-2.5	0.7	-0.5	1	7
C/C(Cl)=C/Cn1c(=O)c2c(nc(Br)n2Cc2ccccc2)n(C)c1=O	5	-0.9	6	2.9	0.2	5	0.1	-0.5	-0.3	2	8
CCn1c(Cc2c(C)[nH]c3ccccc23)nnc1SCC(N)=O	-2	-0.8	5	1.2	-0.5	-4	0.2	0.0	-0.7	-3	6
CCC1CN(C(=O)N2CCC(C(=O)NCc3ccc(C)o3)CC2)c2cc(C)ccc2O1 (stereo unspecified)	-8	-0.7	-14	-2.1	-0.3	0	-1.1	-0.2	-3.5	-3	1
Cc1cccc(NC(=O)CCc2nc3sc4c(c3c(=O)[nH]2)CCCC4)n1	-23	-1.1	-2	-0.1	0.5	-27	0.5	-0.9	-0.5	-6	-21
CCOc1ccc(CNC(=O)CCC(=O)N2Cc3cccc(OC)c3Oc3ncccc32)cc1	-8	-1.2	-7	0.8	-0.1	2	-0.9	-0.8	-0.8	-5	-2
COC(=O)c1[nH]c2ccccc2c1NC(=O)CN1CCC(C(N)=O)(N2CCCCC2)CC1	-17	-1.6	-6	1.4	-1.0	-14	-3.2	-0.9	0.4	-7	-11
Cc1ccn2c(NC3CCCC3)c(-c3cccs3)nc2c1	-355	-1.4	0	5.6	0.4	-318	1.7	0.0	-0.8	-51	-163
